DT40 TDP1 CPT: DT40-hTDP1 cell growth loss with CPT. chicken DT40 Tdp1-/-;hTDP1 cells + 20 nM CPT, ATP luminescence, 48 h. Potency, µM (series often up to 46.2 µM), for inactives: top-dose activity change, negative = growth inhibition, usual class: inhibitors. hit rate 12% among 420,000. AID 686979; note: nearly all actives have a fitted effect of over 55% in size
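Chicken DT40 Tdp1-/- cells stably complemented with human TDP1 were seeded at 400 cells/well in medium containing 20 nM camptothecin, exposed to pin-transferred compounds, and grown at 37 °C for at least 48 hr. Viability was read as ATP luminescence.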
KAT2A inh: blocks human GCN5L2 histone acetyltransferase; hit rate 0.21% among 390,000; GCN5L2 HAT assay, ThioGlo1 CoA-SH fluorescence; Q92830; Potency, µM (doses to about 58.9 µM), for the others: at the top dose activity change, negative = inhibition, most hits filed as inhibitors
Target sequence (Q92830 whole entry, looked up): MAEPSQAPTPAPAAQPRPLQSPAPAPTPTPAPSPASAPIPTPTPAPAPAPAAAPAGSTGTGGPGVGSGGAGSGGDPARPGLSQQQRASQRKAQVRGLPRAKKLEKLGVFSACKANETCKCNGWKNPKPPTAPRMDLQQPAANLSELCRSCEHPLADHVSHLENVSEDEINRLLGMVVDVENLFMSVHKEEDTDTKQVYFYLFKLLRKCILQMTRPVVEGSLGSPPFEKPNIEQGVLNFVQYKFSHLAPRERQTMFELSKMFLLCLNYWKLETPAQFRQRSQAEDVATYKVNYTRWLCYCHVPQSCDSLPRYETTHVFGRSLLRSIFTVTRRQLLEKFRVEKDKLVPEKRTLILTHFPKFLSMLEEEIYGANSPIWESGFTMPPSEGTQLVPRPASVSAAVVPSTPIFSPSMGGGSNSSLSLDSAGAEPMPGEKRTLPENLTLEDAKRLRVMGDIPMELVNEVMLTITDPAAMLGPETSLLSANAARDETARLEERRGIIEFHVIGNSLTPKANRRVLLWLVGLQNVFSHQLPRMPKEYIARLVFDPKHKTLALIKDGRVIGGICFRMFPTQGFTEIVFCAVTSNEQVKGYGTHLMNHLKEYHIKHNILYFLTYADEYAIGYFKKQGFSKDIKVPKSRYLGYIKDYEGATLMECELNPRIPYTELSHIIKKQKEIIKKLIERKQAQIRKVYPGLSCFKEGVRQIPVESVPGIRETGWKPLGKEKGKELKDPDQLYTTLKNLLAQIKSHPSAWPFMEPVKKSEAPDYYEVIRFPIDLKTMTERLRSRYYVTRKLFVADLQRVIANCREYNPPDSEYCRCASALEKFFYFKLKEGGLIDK
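ThioGlo1-coupled HAT assay: 20nM GCN5L2, 70uM acetyl-CoA, 75uM H3(1-25) peptide, pH 7.5. Fluorescence read at 340/540nm at start and after 20 min at room temperature.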
DT40 TDP1 no CPT: qHTS for Inhibitors of human tyrosyl-DNA phosphodiesterase 1 (TDP1): qHTS in cells in absence of CPT | DT40 Tdp1-/- hTDP1 cells, no CPT, ATP luminescence, 48 h | Potency, µM (highest dose often 46.2 µM), inactives show at the highest dose activity change, negative = growth inhibition, most hits filed as inhibitors | hit rate 15% among 420,000; note: nearly all actives have a fitted effect of over 55% in size
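Compound effects on proliferation are scored in DT40 Tdp1-/-;hTDP1 cells in the absence of CPT. ATP levels (CellTiter-Glo luminescence) are recorded after a ≥48 hr, 37 °C incubation.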
Starred values were filed as active, the others as inactive; ? = inconclusive; nt = not tested or not shown; & = joins results of further samples; [ ] = remark or other dose. Calls come from the whole dose curve; as a rule, active = well fitted curve in the direction sought with a large enough effect; inconclusive = small, poorly fitted or top-dose-only effect, or another doubt; inactive = no such curve, though single readings can be large; an effect the other way counts as inactive or inconclusive. % is set by controls: 0 for no effect and ±100 for the full control effect; potency is the fitted concentration of half-maximal effect.

The opening five entries as a preview:
Structure	DT40 TDP1 CPT	KAT2A inh	DT40 TDP1 no CPT
CCc1ccc(OCC(=O)OC2CCS(=O)(=O)C2)cc1 (stereo not given)	-7%	26%	-18%
CN(C)CCO/N=C(\c1ccc(Br)cc1)c1cccnc1	9%	nt	?
CCCCN(C(=O)CSCc1ccc(C)cc1)c1c(N)n(Cc2ccccc2)c(=O)[nH]c1=O	?	nt	26µM*
C=CCC1(NC(C)c2ccccc2)CCCCC1 (stereo not given)	-14%	2%	-20%
O=C1COc2ccc(-c3cc(-c4ccccc4)c4c(n3)-c3cc(Cl)ccc3OC4)cc2N1	3.3µM*	1%	1.2µM*

Results, repeating the preview:
Structure	DT40 TDP1 CPT	KAT2A inh	DT40 TDP1 no CPT
CCc1ccc(OCC(=O)OC2CCS(=O)(=O)C2)cc1 (stereo not given)	-7%	26%	-18%
CN(C)CCO/N=C(\c1ccc(Br)cc1)c1cccnc1	9%	nt	?
CCCCN(C(=O)CSCc1ccc(C)cc1)c1c(N)n(Cc2ccccc2)c(=O)[nH]c1=O	?	nt	26µM*
C=CCC1(NC(C)c2ccccc2)CCCCC1 (stereo not given)	-14%	2%	-20%
O=C1COc2ccc(-c3cc(-c4ccccc4)c4c(n3)-c3cc(Cl)ccc3OC4)cc2N1	3.3µM*	1%	1.2µM*
COc1ccccc1NC(=O)C1CCCCC1	1%	1%	-2%
CCOC(=O)c1ccc(Nc2nc3nonc3nc2Nc2cccc(C)c2C)cc1	2.6µM*	-18%	2.1µM*
COc1ccccc1NC(=O)c1ccc(-n2cccn2)nc1	1%	-4%	-34%
COc1ccc(N2C(=O)CSC2c2ccc([N+](=O)[O-])cc2)cc1 (stereo not given)	3%	3%	-1%
Cc1ccc(Cl)cc1NC(=O)c1sc(-n2nc(C)c(Cc3ccc4c(c3)OCO4)c2C)nc1C	?	-3%	2.9µM*
CC(C)c1ccc(NC2CCCN(C(=O)c3cc(C(C)C)[nH]n3)C2)cc1 (stereo not given)	?	-6%	?
c1ccc2c(c1)oc1c(NCc3ccc4c(c3)OCO4)ncnc12	?	0%	?

Individual results from the entries so far:
COc1ccccc1NC(=O)C1CCCCC1 in DT40 TDP1 CPT: 1%
CCc1ccc(OCC(=O)OC2CCS(=O)(=O)C2)cc1 (stereo not given) in DT40 TDP1 no CPT: -18%
CCCCN(C(=O)CSCc1ccc(C)cc1)c1c(N)n(Cc2ccccc2)c(=O)[nH]c1=O in DT40 TDP1 no CPT: 26µM*

(continued)
Structure	DT40 TDP1 CPT	KAT2A inh	DT40 TDP1 no CPT
Cc1cccc(NC(=S)NN2CCN(C)CC2)c1C	-8%	0%	8%
Cn1nnnc1SCC(=O)NCc1cccc(C(=O)O)c1	1%	-16%	-4%
Cc1ccc(S(=O)(=O)c2nnn3c2nc(N2CCCC2)c2sccc23)cc1	-8%	-6%	0%
O=C(CSc1nc(-c2ccc(F)cc2)nc2ccc(F)cc12)Nc1cccc(C(=O)O)c1	1%	-23%	-25%
CC(=O)Nc1cc(-c2ccc(F)cc2)[nH]n1	10%	-4%	-8%
Cc1cc(C)c2sc(N(CCCN(C)C)C(=O)CN3C(=O)c4ccccc4C3=O)nc2c1	?	-11%	?
COc1ccc(CCNC(=O)Cc2c(Cl)cccc2Cl)cc1	2%	-22%	-10%
COc1cc(Cl)c(NC(=O)C2CCN(S(=O)(=O)c3c(C)noc3/C=C/c3ccccc3F)CC2)c(OC)c1	6%	-9%	-2%
O=C(CSc1nc2ccccc2s1)N1c2ccccc2Sc2ccc(C(F)(F)F)cc21	?	-26%	15µM*
COc1ccccc1CNC(=O)C1CCC(CNS(=O)(=O)c2ccccc2)CC1 (stereo not given)	-9%	18%	-2%
O=S(=O)(c1ccccc1Br)N1CCN(c2nc(-c3ccccc3)nc3ccccc23)CC1	?	nt	14µM*
CCOC(=O)CSC1=C(C#N)C(c2ccccc2F)C(C(C)=O)=C(C)N1 (stereo not given)	-4%	-16%	-20%
COc1ccc(N2C(=O)CC(c3ccc(OC(C)C)cc3)C2=O)cc1 (stereo not given)	-12%	1%	-24%
COc1ccc(-c2ccc(C(=O)N3CCOCC3)c3occc23)c(C)c1	15µM*	nt	18µM*
CC[N+]1(C)CCC(=C2c3ccccc3CC(=O)c3sccc32)CC1 (stereo not given)	-19%	1%	-16%
Cc1nnc(SCC(=O)Nc2nsc(-c3ccc(Cl)cc3)n2)s1	-6%	-20%	-31%
CC(CCc1ccco1)NC(=O)CSc1cc(=O)n(C)c2ccccc12 (stereo not given)	-25%	-5%	-4%
CC(c1ccc(Cl)cc1)n1c(-c2ccc3ccccc3n2)n[nH]c1=S (stereo not given)	-14%	7%	-21%
CCc1nc2oc3ccccc3c(=O)c2c(=O)n1-c1ccccc1	-6%	-13%	0%
CCC/C(C)=N/NC(=O)c1ccccc1O	6%	-2%	?
Cc1ccc(NC(=O)Cn2c(=O)n(CCCCC(=O)NCc3ccccc3Cl)c(=O)c3ccccc32)cc1C	?	-5%	?
COc1ccc(NC(=O)Cn2nnc(-c3ccccc3NC(=O)C3CC3)n2)cc1	-15%	-14%	?
O=C(c1cnn(-c2ccccc2)c1)c1ccccc1O	-3%	-3%	-13%
CCOC(=O)c1c(NC(=O)CSc2nnc(C)c(=O)[nH]2)sc2c1CCCC2	-1%	-2%	-2%

2 of these compounds, reformatted.
structure: CC(CCc1ccco1)NC(=O)CSc1cc(=O)n(C)c2ccccc12 (stereo not given)
  DT40 TDP1 CPT: -25%; KAT2A inh: -5%; DT40 TDP1 no CPT: -4%
structure: O=C(c1cnn(-c2ccccc2)c1)c1ccccc1O
  DT40 TDP1 CPT: -3%; KAT2A inh: -3%; DT40 TDP1 no CPT: -13%

Going on with the list.
Structure	DT40 TDP1 CPT	KAT2A inh	DT40 TDP1 no CPT
C=CCn1c(O)c(C2=c3ccccc3=NC2=O)s/c1=N/c1nccs1	?	-2%	?
CCc1ccc(OCCNC(=O)c2ccccc2SCc2ccccc2)cc1	?	-14%	21µM*
Cc1cccc(C)c1NC(=O)C(CCc1ccccc1)N1CCN(C)CC1 (stereo not given)	-20%	nt	-23%
[O-]/[N+](=C/c1ccccc1)c1ccccc1	?	-6%	?
CCCn1c(=S)[nH]c2cc(C(=O)N(CCO)Cc3ccccc3)ccc2c1=O	-17%	-15%	-24%
O=C(NC1CCCCC1)N1CCSC1=Nc1ccccc1	?	-9%	?
NS(=O)(=O)c1ccc(CCNc2ccc(C(F)(F)F)cn2)cc1	1%	-2%	-16%
Brc1ccsc1/C=N/Nc1ccccc1	-18%	nt	-26%
COc1ccc(C(=O)O)cc1NCc1cccnc1	27%	-12%	-6%
Cc1cccc(-n2c(Cc3cc(=O)[nH]c(=O)[nH]3)nnc2SCC(=O)Nc2cccc(C(F)(F)F)c2)c1	-3%	0%	1%
O=C(CSc1nncs1)Nc1ccc2c(c1)OCO2	7%	-3%	8%
CN1CC[C@@]2(CCCN(C(=O)c3cccn3C)C2)C1	-17%	4%	1%
O=C(CN1CCN(Cc2ccc(F)cc2Cl)C1=O)NCCc1ccc(Cl)cc1	-5%&-27%	-2%&-5%	-17%&-20%
COc1ccccc1-c1cc(C(=O)Nc2ccccc2SC)no1	?	-5%	-23%
Cc1ccccc1NC(=O)c1ccco1	-3%	3%	10%
CC1CCCN(C(=O)C23CCC(C)(C(=O)C2)C3(C)C)C1 (stereo not given)	-12%	-1%	1%
COc1ccc(Cl)cc1NC(=O)Cn1nc(Cc2ccncc2)c2ccccc2c1=O	?	-3%	23µM*
CC/C(=N\NC(=O)CSc1ncccn1)c1ccc2c(c1)OCCO2	-7%	1%	-20%
Cn1c2ccccc2c2c(C(=O)NCC3CCCO3)cn(C3CCCC3)c(=O)c21 (stereo not given)	-23%	-1%	-24%
CCN1CCN(CCCNC(=O)c2cc3c(=O)[nH]c4ccccc4c3s2)CC1	?	-8%	?
O=C(/C=C/c1ccco1)NC(=S)Nc1cccc(-c2nc3ccccc3s2)c1	4.6µM*	nt	5.8µM*
C[C@@H]1CN([C@H](C)CO)C(=O)CCCn2nncc2CO[C@H]1CN(C)Cc1cccc(C(F)(F)F)c1	21µM*	nt	-1%
CS(=O)(=O)c1ccc(C(=O)Nc2nc(-c3ccco3)c(-c3ccco3)s2)cc1	?	?	21µM*
CC1CCCN(C(=O)COC(=O)CNC(=O)c2sc3ccccc3c2Cl)C1 (stereo not given)	4%	-5%	3%
CN(c1ccc(OCC(=O)N2CCOCC2)cc1)S(=O)(=O)c1ccc(Cl)cc1	7%	-7%	?
Cc1ccc(Cl)cc1N1CCN(C(=O)c2cn(C)c3ccc(S(=O)(=O)N4CCCCC4)cc3c2=O)CC1	9%	-1%	6%
COc1cc(CCNc2ccc3nnc(-c4ccccc4)n3n2)cc(OC)c1OC	16µM*	-2%	10µM*
CCOC(=O)C1(CCOc2ccccc2)CCN(C(=O)c2cncs2)CC1	-29%	-25%	?
O=C(O)C(CCc1ccccn1)c1ccccc1 (stereo not given)	25%	nt	-12%
CC(C)c1ccc(NC(=O)c2ccc3c(O)c(S(=O)(=O)c4ccccc4)c(=O)[nH]c3c2)cc1	8%	?	-26%
CCc1ccc(NC(=O)c2ccc3nc(C(C)C)oc3c2)cc1	?	0%	18µM*
C/C=C/C=C\C(=O)Nc1cccc(C2=NOC3(C2)C[C@@H](C(N)=O)N(C(=O)c2cc([N+](=O)[O-])cc([N+](=O)[O-])c2C)C3)c1 (stereo not given in full)	16µM*	8%	?
Cc1cccc(NC(=O)CC2C(=O)NCCN2C(=O)Nc2ccc(Cl)cc2)c1 (stereo not given)	?	-4%	-26%
CC(=O)OCC(=O)[C@@]1(O)CCC2C3CC(C)C4=CC(=O)C=CC4(C)C3C(O)CC21C (stereo not given in full)	-17%	-8%	-20%
COc1ccc(/C=N/NC(=O)C2C3CCCCC32C)cc1OC (stereo not given)	-24%	-5%	-11%
N#C/C(=C\c1ccco1)C(=O)Nc1ccc(S(N)(=O)=O)cc1	0%	-19%	1%
Cc1ccc(NC(=O)N2CCN(C)CC2)cc1NC(=O)N1CCN(C)CC1	1%	0%	4%
CC(OC(=O)c1cccc(-n2cnnn2)c1)C(=O)c1ccccc1 (stereo not given)	10%	-2%	-2%
Nc1ccc(N=Nc2ccccc2)c2ccccc12	32%[activator]	-8%	3%
Cc1ccc(S(=O)(=O)N/N=C2/CC(c3ccccc3)Oc3ccccc32)cc1[N+](=O)[O-] (stereo not given)	-7%	-15%	-12%
O=C(NN=Cc1ccc(Cl)cc1Cl)c1ccccc1	-25%	nt	?
C(=N/N1CCN(c2ccccc2)CC1)/c1ccncc1	?	1%	?
O=C1C(C2=NC(C(=O)O)C3C(=O)N(c4ccc(Cl)cc4)C(=O)C23)=C(O)c2ccccc21 (stereo not given)	29%	-4%	1%
CCOc1ccc(OCCC(=O)N(CC(C)C)c2c(N)n(Cc3ccccc3)c(=O)[nH]c2=O)cc1	-19%	nt	0%
N[C@H](Cc1ccccc1)C(=O)O	-25%	11%	-13%
O=C(NCc1cccs1)C1CCCN(S(=O)(=O)c2cnc[nH]2)C1 (stereo not given)	-4%	-8%	0%
Cn1cc(C(=O)N2CCN(c3cccc(C(F)(F)F)c3)CC2)c2c3ccccc3n(C)c2c1=O	23µM*	-10%	16µM*
CSc1ncnc2c1ncn2CCCN1CCN(c2ccccn2)CC1	?	nt	16µM*
O=C1C(=Cc2cccc(F)c2)Cc2ccccc21	-20%	nt	?
S=C1NC[C@H](Cc2cccc3ccccc23)N1CC1CCCCC1	?	-7%	23µM*
COc1ccc(C2CC(C(F)(F)F)n3nc(C(=O)NCCN4CCOCC4)cc3N2)cc1 (stereo not given)	3%	-2%	0%
COc1cc(-c2[nH]ncc2CN2CCCC2c2nonc2C)cc(OC)c1OC (stereo not given)	?	-6%	?
CCNc1oc(COc2cccc(C)c2)nc1C#N	?	-5%	-28%
CC(C)(C)c1ccc(C(=O)Nc2cccc3c(=O)[nH][nH]c(=O)c23)cc1	2%	-12%	-6%
N/C(CN1CCCCC1)=N\S(=O)(=O)c1cc(Cl)cc(Cl)c1	-13%	-2%	-29%
COc1ccc(S(=O)(=O)c2cn(Cc3ccccc3)c3cc(N4CCCC4)c(F)cc3c2=O)cc1	?	-5%	5.2µM*
CCCOc1ccc(/C=N/NC(=O)C(C)Sc2ccccn2)cc1OCC (stereo not given)	-4%	-2%	?
CCc1noc(C)c1C(=O)N1CCOCC1	-2%	-5%	2%
c1coc(CNc2nc(-c3ccncc3)cs2)c1	?	1%	-21%
COCCn1nnnc1CN(Cc1cc2cc(OC)c(OC)cc2[nH]c1=O)C1CCCC1	-8%	-15%	0%
